# CendR NRP1 mod = modulators of CendR peptide binding to human neuropilin-1. O14786. FAM-RPARPAR peptide binding to NRP-1, fluorescence polarization. inhibition, % at 25 µM. 360,000 compounds, 0.85% hits;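 active = inhibition or corrected inhibition above about 18%, plus a signal ratio from 0.5 to 1.5, limit read from the data, passing the limit was not always enough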; note: strong numbers were not always called active
# SKN-1 block = inhibitors of C. elegans SKN-1; C. elegans VP596 Pgst-4::GFP/RFP ratio, acrylamide-induced, 24 h; 360,000 compounds, 0.49% hits; inhibition, % at 21.8 µM;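 active = interference check ratio from 0.5 to 1.5 plus GFP to RFP signal ratio inhibition reaching or exceeding a fixed threshold, cut at about 30% in these data, passing the limit was not always enough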; note: some compounds called inactive have numbers as strong as hits
# STEP inh = inhibitors of human striatal-enriched phosphatase STEP | P54829 | recombinant STEP, OMFP fluorogenic substrate, fluorescence | inhibition, % at 20 µM | 360,000 compounds, 0.25% hits | AID 588621;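 active = inhibition at 20 µM, scaled per plate between control wells, above about 37%, limit read from the data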;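 note: 0% = DMSO with enzyme and substrate and 100% = substrate only without enzyme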
# Target sequence (P54829 whole entry, looked up): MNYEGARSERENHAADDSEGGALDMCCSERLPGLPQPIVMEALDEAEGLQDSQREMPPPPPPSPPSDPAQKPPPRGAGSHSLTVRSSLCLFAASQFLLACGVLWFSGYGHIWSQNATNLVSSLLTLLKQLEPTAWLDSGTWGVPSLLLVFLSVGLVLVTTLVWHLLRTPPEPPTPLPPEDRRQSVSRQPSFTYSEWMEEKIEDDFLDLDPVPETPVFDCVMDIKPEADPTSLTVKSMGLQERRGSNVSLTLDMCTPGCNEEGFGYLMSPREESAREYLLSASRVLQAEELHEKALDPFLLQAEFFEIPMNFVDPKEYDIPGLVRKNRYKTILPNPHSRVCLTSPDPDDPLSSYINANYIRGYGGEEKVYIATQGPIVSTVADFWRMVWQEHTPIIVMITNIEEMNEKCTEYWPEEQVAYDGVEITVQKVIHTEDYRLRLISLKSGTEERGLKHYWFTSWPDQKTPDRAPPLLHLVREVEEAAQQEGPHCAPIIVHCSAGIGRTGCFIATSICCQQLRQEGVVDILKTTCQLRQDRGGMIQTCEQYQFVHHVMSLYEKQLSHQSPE
#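 Assay system: isolated STEP enzyme. Buffer or medium: pH 6.0 Bis-Tris with DTT and Tween 20. Also added: fluorogenic phosphatase substrate OMFP at 25 µM final. Dosing: 20 µM, 1% DMSO. Timing: 20 min reaction, room temperature, in the dark. Measured by: fluorescence intensity, excitation 480 nm, emission 540 nm. Evaluation: normalized % inhibition.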
# MT1-MMP act inh = inhibitors of human MT1-MMP activation; P50281; HT1080 RFP-PRO-GFP cells, GFP/RFP ratio fluorescence, overnight; percent of plate control window, DMSO zero; GFP/RFP ratio change, % at 20 µM; 360,000 compounds, 0.061% hits;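 active = GFP/RFP ratio change of at least 30% with cell ATP level not reduced by more than half and red fluorescence within 50% of control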; note: strong numbers were not always called active
#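 system = RFP-PRO-GFP reporter HT1080 cells | dosing = 20 µM single dose, 1% DMSO | timing = overnight cell settling, then overnight compound exposure, 37 °C, 5% CO2 | read-out basis = GFP/RFP fluorescence ratio | controls = DMSO and RFP-L50D-GFP cell wells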
# Rpn11 block = blocks the human proteasome subunit Rpn11 | 360,000 compounds, 0.59% hits | AID 588493 | calls only at 20 µM | human 26S proteasome, Ub4-pepOG fluorescence polarization; 20S core pre-blocked with epoxomicin | O00487;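 active = inhibition at 20 µM, scaled to each plate's controls, above about 33%, limit read from the data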
# LMPTP inh = blocks human LMPTP phosphatase. P24666. recombinant LMPTP-A, OMFP fluorogenic substrate, fluorescence intensity. inhibition, % at 20 µM. 360,000 compounds, 0.22% hits;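 active = compounds that cut the enzyme signal by at least half of the control window in the single-dose screen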;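 note: plate controls were DMSO wells with enzyme plus substrate for no effect and substrate without enzyme for full effect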
# Target sequence (P24666 whole entry, looked up): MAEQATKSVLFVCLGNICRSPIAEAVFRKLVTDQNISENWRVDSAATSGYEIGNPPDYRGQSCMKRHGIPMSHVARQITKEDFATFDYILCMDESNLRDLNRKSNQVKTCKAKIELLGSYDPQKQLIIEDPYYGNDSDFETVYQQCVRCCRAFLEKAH
#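 Test system: LMPTP-A, protein tyrosine phosphatase of low molecular weight; Input: 0.625 nM enzyme; Incubation: 50 min dark incubation at room temperature; Signal: endpoint fluorescence intensity from OMFP dephosphorylation; Read-out basis: % inhibition versus control wells.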
# Scp-1 inhibitor = Scp-1 (human) phosphatase inhibition; Recombinant Scp1, phosphopeptide, malachite green phosphate absorbance; 340,000 compounds, 0.88% hits; AID 493091; inhibition, % at 20 µM;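 active = inhibition above about 50% at 20 µM, limit read from the data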;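 note: plate controls were DMSO wells with enzyme for no effect and wells lacking enzyme for full effect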
# Target sequence (Q9GZU7 76-261 limits assumed): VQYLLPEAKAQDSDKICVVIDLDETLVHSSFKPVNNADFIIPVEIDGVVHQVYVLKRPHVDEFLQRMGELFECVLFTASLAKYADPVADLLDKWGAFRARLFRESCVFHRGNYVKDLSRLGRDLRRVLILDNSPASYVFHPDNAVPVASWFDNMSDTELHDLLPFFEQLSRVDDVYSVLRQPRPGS
#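 Assay system: SCP-1 catalytic fragment, aa 76-261 | Buffer or medium: Tris acetate buffer pH 5.5 with MgCl2 and Tween-20 | Compound: One concentration, 20 µM, with 1.0% DMSO | Also added: Phospho 17-mer peptide substrate | Signal: Absorbance at 630 nm | Incubation: 45 min enzyme reaction at room temperature | Measure: % inhibition of SCP-1 phosphate liberation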
# DNMT1 inh = inhibitors of human DNMT1. P26358. DNMT1 molecular beacon, Hinp1I cleavage, fluorescence. inhibition (reported as % activation of signal), % at 10 µM. 360,000 compounds, 0.83% hits. AID 588458; in the data active = inhibition above about 50%
# SUMO1 PPI mod = alters human SUMO1 binding to SIM partners. P63165. SUMO1 binding to a labelled peptide, TR-FRET, 1 h. inhibition, % at 20 µM. 360,000 compounds, 0.33% hits; in the data active = inhibition above about 37%
# Target sequence (P63165 whole entry, looked up): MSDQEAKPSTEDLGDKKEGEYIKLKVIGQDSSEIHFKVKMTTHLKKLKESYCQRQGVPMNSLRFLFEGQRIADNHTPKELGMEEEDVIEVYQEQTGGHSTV
# NadD inh = blocks S. aureus nicotinate mononucleotide adenylyltransferase; 360,000 compounds, 0.78% hits; inhibition, % at 20 µM; AID 602399; purified NadD enzyme, colorimetric absorbance read-out; in the data active = inhibition above about 26%; note: some compounds past the cut are filed as inactive
# * marks the source's active call; other numbers are inactive results; i = inactive.
SMILES,CendR NRP1 mod,SKN-1 block,STEP inh,MT1-MMP act inh,Rpn11 block,LMPTP inh,Scp-1 inhibitor,DNMT1 inh,SUMO1 PPI mod,NadD inh
N#Cc1c(Cn2cncn2)nc(=O)n(-c2ccccc2)c1N,12,-6,-2,-2,i,-1.0,-4,3,3,-5
O=C(CSc1nnc(SCc2ccccc2)s1)NNC(=S)Nc1ccccc1,3,-13,0,5,i,0.5,-12,-3,3,2
CCCc1cc(=O)[nH]c(SCC(=O)Nc2cc3c(cc2C(C)=O)OCO3)n1,11,5,0,0,i,-0.8,-13,0,-6,1
CCCCCNC(=O)C(C#N)c1nc2ccccc2nc1N1CCCC1 (configuration not stated),-240,-1,-8,-15,i,-0.2,1,7,3,4
COc1cc(C(=O)N/C(=C\c2cn(C)c3ccccc23)C(=O)NCCCn2ccnc2)cc(OC)c1OC,1,16,-4,2,i,-2.3,-3,3,-2,2
Cc1nn(CC(=O)NCCc2ccc(Cl)cc2)c(C)c1[N+](=O)[O-],4,6,-1,-5,i,-0.7,-3,0,-6,-2
Cc1cc(C(=O)N2CCN(C(=O)c3ccco3)CC2)ccc1[N+](=O)[O-],8,-3,4,1,i,-0.8,-5,-2,-6,-6
CN1CCN(c2ccc(CNS(=O)(=O)c3ccc(F)cc3Cl)cc2)CC1,-2,-4,-1,-4,i,-3.2,-2,3,-1,-4
NC1=NC[C@H](c2ccccc2)N1CCc1cccc(F)c1,9,7,-1,1,i,-1.3,1,4,18,-9
COc1ccc(NS(=O)(=O)c2cccc(C(=O)O)c2)cc1S(=O)(=O)N1CCOCC1,-4,1,0,0,i,-0.8,3,3,1,-7
O=C(Cn1c(NCCO)nc2ccccc21)c1cccs1,4,5,-1,1,i,3.2,5,2,-1,6
COc1ccc(-c2oc(NC(=O)c3ccc(C)cc3)c(C#N)c2-c2ccc(OC)cc2)cc1,1,11,2,-14,i,2.6,-12,-4,-2,3
CC(C)CN1C(=O)C(=O)N(CC(=O)N2c3ccccc3NC(=O)CC2C)C1=O (configuration not stated),1,12,-1,-1,i,-1.2,7,-2,-3,6
O=C(Nc1ccc2c(c1)OCCO2)c1ccc(Cl)c(Cl)c1,6,-6,0,2,i,1.6,-9,-3,1,-5
Clc1ccc(-c2nc(Cc3ccccc3)no2)cc1,18,-8,1,4,i,1.9,-9,-3,-4,-3
O=C(CSc1nc(C2CC2)nc2sc3c(c12)CCCC3)NCc1ccco1,-2,-12,-2,3,i,-1.5,0,14,-1,-4
CCCCNC(=O)CSc1nc2cc(OC)c(OC)cc2c(=O)n1Cc1ccc(OC)cc1,-7,-15,1,-5,i,-0.1,-6,17,1,1
Cc1cc(C)c(C#N)c(Nc2cccc(C)c2C)n1,5,12,0,3,i,-0.7,-5,4,0,-4
CCO[C@@H]1OC(C(=O)O)=C[C@H](c2ccc3c(c2)OCO3)[C@H]1CCCO,15,5,-2,1,i,1.0,-8,2,9,0
CCC(C(=O)Nc1ccccc1F)n1nc(C)c2c(C)n(-c3ccccc3)nc2c1=O (configuration not stated),-7,-2,1,4,i,-1.2,-3,-2,-5,4

# Next section, overlapping the part above by 3 compounds.
SMILES,CendR NRP1 mod,SKN-1 block,STEP inh,MT1-MMP act inh,Rpn11 block,LMPTP inh,Scp-1 inhibitor,DNMT1 inh,SUMO1 PPI mod,NadD inh
Cc1cc(C)c(C#N)c(Nc2cccc(C)c2C)n1,5,12,0,3,i,-0.7,-5,4,0,-4
CCO[C@@H]1OC(C(=O)O)=C[C@H](c2ccc3c(c2)OCO3)[C@H]1CCCO,15,5,-2,1,i,1.0,-8,2,9,0
CCC(C(=O)Nc1ccccc1F)n1nc(C)c2c(C)n(-c3ccccc3)nc2c1=O (configuration not stated),-7,-2,1,4,i,-1.2,-3,-2,-5,4
COc1ccccc1NC(=O)C(Cc1ccc(Cl)cc1)c1nn[nH]n1 (configuration not stated),6,6,0,0,i,0.3,-3,-3,3,-1
Cc1[nH]c(=O)[nH]c(=O)c1S(=O)(=O)N1CCN(c2ccccc2)CC1,14,10,-2,-1,i,-0.7,-2,2,1,2
O=C(Nc1cccc2ccccc12)c1ccc([N+](=O)[O-])o1,13,10,0,4,i,-1.2,4,-6,-35,1
c1ccc(SCCN2CCN(c3ccccc3)CC2)cc1,9,2,-1,4,i,1.7,3,6,-1,-4
COc1ccc(C2c3c(ncn(CCCO)c3=N)Oc3ccc4ccccc4c32)cc1OC (configuration not stated),3,-2,1,7,i,0.5,4,-2,3,-2
CCOC(=O)C1CCN(c2ncnc3c2c(-c2ccccc2)cn3-c2ccccc2)CC1,-7,-2,0,-4,i,2.8,9,-3,1,5
O=C(Cc1cccs1)NNC(=S)NCc1ccc(Cl)cc1,1,-1,-1,3,i,0.1,1,-2,0,-4
Nc1c(C(=O)NCCN2CCOCC2)c2nc3ccccc3nc2n1-c1ccccc1,4,6,-1,13,i,-0.5,-4,-12,-17,-1
O=S(=O)(NCCc1ccccc1)c1ccc(S(=O)(=O)N2CCCCC2)cc1,6,11,1,1,i,-0.5,-12,3,-5,-3
CN1CCN(C(=O)/C(=C/c2cccnc2)NC(=O)c2cccc(Br)c2)CC1,7,7,-3,-4,i,-2.0,-5,0,2,1
O=C(Nc1ccc(N2CCN(C(=O)c3ccco3)CC2)cc1)c1cccnc1Cl,6,1,1,2,i,-0.1,-3,-3,4,2
CC(=O)C[C@@H](O)CC(=O)[C@H]1OC(=O)CCCCCCCCc2ccccc21,0,-7,-1,-12,i,-1.6,12,2,0,-3
Cc1c(C(=O)O)oc2c1/C(=N\O)CCC2,-19,2,-2,3,i,-0.1,-6,4,3,1
NS(=O)(=O)c1ccc(CCNC(=O)c2cccc(S(=O)(=O)N3CCCC3)c2)cc1,6,22,-1,0,i,-2.4,3,5,-1,3
CC(=O)c1ccc(CC2SC(N)=NC2=O)cc1 (configuration not stated),17,-4,28,3,i,-0.1,6,-1,5,6
O=C(NS(=O)(=O)Nc1ccccn1)c1c[nH]c2ccccc12,5,-3,2,3,i,-0.1,-2,-3,10,-5
Cn1cc(-c2ccccc2C(=O)O)c(=O)c2cc(Cl)ccc21,-8,5,-1,-3,i,0.5,-6,2,-3,-6
CCOC(=O)CC1COCCN1C(=O)c1cc(COc2ccc(F)c(F)c2)on1 (configuration not stated),-4,5,-1,0,i,-1.5,-3,3,3,-4
COc1cccc(NC(=O)COC(=O)CCSc2ccccc2)c1,0,4,-1,-1,i,-0.2,0,-3,2,-2
Cc1ccc(CN2CCN(Cc3cnc(N4CCOCC4)s3)CC2CCO)cc1 (configuration not stated),-5,4,17,-2,i,-0.3,-5,8,-10,-5

# Arranged by number of heavy atoms (smallest number first): eleven of the compounds above
SMILES,CendR NRP1 mod,SKN-1 block,STEP inh,MT1-MMP act inh,Rpn11 block,LMPTP inh,Scp-1 inhibitor,DNMT1 inh,SUMO1 PPI mod,NadD inh
Cc1c(C(=O)O)oc2c1/C(=N\O)CCC2,-19,2,-2,3,i,-0.1,-6,4,3,1
CC(=O)c1ccc(CC2SC(N)=NC2=O)cc1 (configuration not stated),17,-4,28,3,i,-0.1,6,-1,5,6
O=C(Nc1cccc2ccccc12)c1ccc([N+](=O)[O-])o1,13,10,0,4,i,-1.2,4,-6,-35,1
Cn1cc(-c2ccccc2C(=O)O)c(=O)c2cc(Cl)ccc21,-8,5,-1,-3,i,0.5,-6,2,-3,-6
COc1cccc(NC(=O)COC(=O)CCSc2ccccc2)c1,0,4,-1,-1,i,-0.2,0,-3,2,-2
COc1ccccc1NC(=O)C(Cc1ccc(Cl)cc1)c1nn[nH]n1 (configuration not stated),6,6,0,0,i,0.3,-3,-3,3,-1
CN1CCN(C(=O)/C(=C/c2cccnc2)NC(=O)c2cccc(Br)c2)CC1,7,7,-3,-4,i,-2.0,-5,0,2,1
NS(=O)(=O)c1ccc(CCNC(=O)c2cccc(S(=O)(=O)N3CCCC3)c2)cc1,6,22,-1,0,i,-2.4,3,5,-1,3
Nc1c(C(=O)NCCN2CCOCC2)c2nc3ccccc3nc2n1-c1ccccc1,4,6,-1,13,i,-0.5,-4,-12,-17,-1
CCOC(=O)C1CCN(c2ncnc3c2c(-c2ccccc2)cn3-c2ccccc2)CC1,-7,-2,0,-4,i,2.8,9,-3,1,5
COc1ccc(C2c3c(ncn(CCCO)c3=N)Oc3ccc4ccccc4c32)cc1OC (configuration not stated),3,-2,1,7,i,0.5,4,-2,3,-2

# Next part
SMILES,CendR NRP1 mod,SKN-1 block,STEP inh,MT1-MMP act inh,Rpn11 block,LMPTP inh,Scp-1 inhibitor,DNMT1 inh,SUMO1 PPI mod,NadD inh
COc1ccc(OC)c(C(C)NC=O)c1 (configuration not stated),-5,1,2,4,i,-2.1,-5,-4,-3,5
O=C(Cc1ccc(Cl)cc1Cl)Nc1cccc(S(=O)(=O)Nc2ccccc2F)c1,5,-1,6,3,i,7.8,7,-7,3,5
COc1ccc(S(=O)(=O)N2CCCC(C(=O)N3CCN(C)CC3)C2)cc1C (configuration not stated),1,15,-2,6,i,-0.4,7,0,0,-1
CC1=C(C(=O)Nc2ccccc2)C(c2ccncc2)C(C#N)=C(SCC(=O)Nc2ccccc2)N1 (configuration not stated),8,17,1,5,i,0.0,27,-3,1,10
Cc1sc(Nc2ccc([N+](=O)[O-])cc2)nc1-c1c(C)n(C)n(-c2ccccc2)c1=O,-4,22,1,7,i,0.8,-8,-3,-24,4
O=C(CCCn1c(=S)[nH]c2ccsc2c1=O)Nc1ccc2c(c1)OCO2,-1,-2,0,3,i,2.3,-9,-5,3,-3
CC(=O)Nc1cccc(/C(C)=N/NC(=O)c2c(-c3ccccc3Cl)noc2C)c1,3,4,5,4,i,-1.9,-5,-3,-2,-4
O=C(Nc1ccccc1O)c1cc2cc(Br)ccc2oc1=O,-7,4,1,8,i,1.5,-8,8,-5,18
Cc1cccc(NC(NC(=O)c2ccccc2[N+](=O)[O-])C(Cl)(Cl)Cl)c1 (configuration not stated),-6,2,-6,6,i,-1.7,-12,1,-5,-4
Cc1cccc(N(C)C(=O)c2cnn(-c3ccccc3)c2C)c1,9,10,0,-3,i,-1.9,-2,-4,1,-9
CC(C)(O)C#Cc1ccc(CN2CCC(CO)(CCc3ccccc3)CC2)cc1,17,6,-2,-1,i,-1.9,1,1,7,-7
O=C(Nc1ccccc1C(F)(F)F)c1cc(-c2ccccc2O)on1,-17,20,0,0,i,-0.3,-2,5,2,-1
COc1ccc(NC(=O)CCS(=O)(=O)c2ccc3c(c2)oc(=O)n3C)cc1,15,10,0,-5,i,3.8,15,13,-2,-1
Cc1ccccc1C(=O)OCCCN=C1NS(=O)(=O)c2ccccc21,14,2,-1,0,i,-0.3,-7,2,-3,-11

# Bioassay records (PubChem BioAssay)
